CCT chaperon mod – changes cytosolic chaperonin activity | activity change, % (no concentration beside the values), hits read low | purified chaperonin ATPase assay, HTRF ADP detection, 30 min | 360,000 tested, 0.3% active | AID 651819; in the data active = activity change below about -30%; also: % is scaled to controls: 0 for no effect and ±100 for the full control effect
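Enzyme 40 or 20 nM (batch-dependent) in Tris pH 7.4/KCl/MgCl2/DTT; cpd 76 uM single point; ATP 10 uM; 30 min 37 °C; Transcreener ADP HTRF detection, 30 min RT; ratio 665/615.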
Nrf2 block – inhibitors of Nrf2 signaling; Potency, µM (titrated, usually from 46 µM), inactives show top-dose activity change, negative = inhibition, hits mostly inhibitors; A549 ARE-Fluc reporter, luciferase luminescence, 18-24 h; 360,000 tested, 2.1% active; also: potency is read from the fitted curve at half-maximal effect; % is scaled to controls: 0 for no effect and ±100 for the full control effect; nearly all actives have a fitted effect of over 60% in size
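A549 ARE_Fluc cells (5000/well, 5% FBS OPTI-MEM) pre-incubated 2 h, then treated with compounds 18-24 h at 37C/5% CO2 in concentration-response. CellTiter-Fluor viability read first; BugLite luciferase luminescence after 15 min at room temperature gives Nrf2 activity.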
Nrf2 ARE act – Nrf2 pathway activation; Potency, µM (top dose mostly 46.1 µM), inactives show at the highest dose activation, most hits filed as activators; 410,000 tested, 0.31% active; AID 624171; AREc32 ARE-luciferase reporter (MCF7-derived line), luminescence, 24 h; also: potency is read from the fitted curve at half-maximal effect; % of control where 0% means no effect; nearly all actives have a fitted effect of over 65% in size
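ARE-driven firefly luciferase activity in AREc32 cells measured after a 24 hr compound exposure at 37 deg C, using Steady-Glo reagent and a 30 min room-temperature hold.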
ATXN viability – viability counter-screen for ATXN expression inhibitors | Potency, µM (top dose mostly 56.7 µM), hits mostly cytotoxic | S2 cells (HEK-293 line with an ATXN2-luciferase reporter) viability, CellTiter-Fluor protease fluorescence, 24 h | 400,000 tested, 0.49% active; also: potency is read from the fitted curve at half-maximal effect; nearly all actives have a fitted effect of over 40% in size
Mm-Cpn inhibitor – blocks the Methanococcus maripaludis chaperonin Mm-Cpn; purified Mm-Cpn ATPase, ADP Transcreener TR-FRET; Potency, µM (highest dose often 76.9 µM), without a hit: at the highest dose activity, negative = inhibition, usual class: inhibitors; 330,000 tested, 0.031% active; AID 504842; also: potency is read from the fitted curve at half-maximal effect; % is scaled to controls: 0 for no effect and ±100 for the full control effect; nearly all actives have a fitted effect of over 80% in size
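25 nM Mm-CPN + cpd, 10 min 37°C; + 10 uM ATP, 30 min 37°C; buffer 30 mM Tris pH 7.4, 100 mM KCl, 5 mM MgCl2, 1 mM DTT; Transcreener ADP HTRF detection 30 min RT.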
A549 tox – A549 cytotoxicity, counter-screen for Nrf2 inhibitors | AID 504648 | 390,000 tested, 0.16% active | A549 ARE-Fluc cells, CellTiter-Fluor viability, 18-24 h | Potency, µM (series often up to 46 µM), without a hit: at the highest dose activity change, negative = cytotoxicity, actives largely listed as inhibitors; also: potency is read from the fitted curve at half-maximal effect; % is scaled to controls: 0 for no effect and ±100 for the full control effect
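Cytotoxicity counterscreen: CellTiter-Fluor fluorescence was measured in A549 ARE_Fluc cells after 18-24 h of compound exposure in a concentration series. The subsequent BugLite luminescent read reports ARE-luciferase activity.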
TGFb SMAD3 inh – inhibitors of TGF-b signaling. Potency, µM (top dose mostly 46.1 µM), for the others: at the top dose activity, negative = inhibition, usual class: inhibitors. HepG2 CAGA-GFP TGF-b/SMAD3 reporter, GFP fluorescence, 18 h; TGF-beta stimulated, 500 pg/mL final. 410,000 tested, 1.2% active; also: potency is read from the fitted curve at half-maximal effect; % is scaled to controls: 0 for no effect and ±100 for the full control effect; nearly all actives have a fitted effect of over 65% in size
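Per well, imaged GFP fluorescence of HEPG2 CAGA-GFP cells gives the signal; cells get compound, then TGF-beta (500 pg/mL final), 18 h at 37 degrees C; %Activity versus -TGF-beta and +DMSO controls.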
HepG2 tox – kills HepG2 cells in TGF-b inhibitor counter-screen; HepG2 CAGA-GFP viability, ATP luminescence, 18 h; Potency, µM (doses to about 46.1 µM), without a hit: top-dose activity change, negative = cytotoxicity, hits mostly cytotoxic; 410,000 tested, 0.76% active; AID 588856; also: potency is read from the fitted curve at half-maximal effect; some results filed as inactive show a strong effect at the top dose
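HepG2 CAGA-GFP cells (1000/well, DMEM with 1% FBS) received compound, then TGF-beta at 500 pg/mL final, and were incubated 18 hours at 37 degrees C. Viability was read by CellTiter-Glo luminescence. Media-only wells were set as complete cell-killing and DMSO as no toxicity.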
pAkt inh – Akt phosphorylation inhibition; 360,000 tested, 0.32% active; Neuro2A IGF-stimulated pAkt S473 HTRF, 20 min; active compounds read low; activity change, % for hits at 50 µM; in the data active = activity change below about -80%; inconclusive = mostly about -51% to -80%; also: % is scaled to controls: 0 for no effect and ±100 for the full control effect
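Neuro2A cells in DMEM with 0.5% FBS, overnight at 37 deg C, given compound at single 50 µM final, then IGF (6 nM final) for 20 min at 37 deg C. Lysed; phospho-Akt Ser473 by HTRF after 24 h, 665/615 ratio.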
Numbers without * were called inactive; i = inactive; ? = inconclusive; / = not tested or not shown; & = joins results of further samples; [ ] = remark or other dose. Unless noted, calls follow the shape of the dose curve; as a rule, active = well fitted curve in the direction sought with a large enough effect; inconclusive = small, poorly fitted or top-dose-only effect, or another doubt; inactive = no such curve, though single readings can be large; an effect the other way counts as inactive or inconclusive.

Molecule	CCT chaperon mod	Nrf2 block	Nrf2 ARE act	ATXN viability	Mm-Cpn inhibitor	A549 tox	TGFb SMAD3 inh	HepG2 tox	pAkt inh
CCN(CC)C(=O)c1cccc(-c2csc(C(NC(C)=O)c3ccccc3)n2)c1 (stereo unspecified)	-2.3	/	2.6%	i	/	/	20%	7%	i
CC(OC(=O)C1=Cc2ccccc2OC1)C(=O)NC1CCCC1 (stereo unspecified)	-3.8	?	0.1%	i	-1%	8%	-12%	-10%	i
Oc1cccc(Nc2nc(O)c(/C=C3\C=Nc4ccccc43)s2)c1	-1.7	-1%	8.8%	?	0%	0%	?	-2%	i
COc1ccccc1CN1CC(C(=O)N2CCCCCCC2)CCC1=O (stereo unspecified)	0.6	49%	0.8%	i	3%	-2%	0%	4%	i
CCN(C(=O)COC(=O)c1[nH]c(C)c(C(C)=O)c1C)c1c(N)n(Cc2ccccc2)c(=O)[nH]c1=O	-1.1	/	-0.1%	i	1%	4%	-10%	-12%	i
O=C(C1CCN(Cc2ccccc2)CC1)N1CCCC1	-3.0	-1%	0.2%	i	0%	3%	0%	-17%	i
COc1cccc(N2CCN(C(=O)CSc3ccc(F)cc3)CC2)c1	-3.3	16%	2.2%	i	3%	0%	-32%	-18%	i
Cc1cc(C(=O)N2CCN(c3ccc([N+](=O)[O-])cc3)CC2)no1	-1.0	?	1.6%	i	2%	-26%	-10%	1%	i
CN1C(=O)CSc2ccc(NC(=O)N3CCN(c4ccccn4)CC3)cc21	2.1	?	8.8%	i	3%	-1%	0%	2%	i
CCOc1ccc(NC(=O)N2CCC(NC(=O)C(Cc3ccc(OC)c(OC)c3)NC(C)=O)CC2)cc1 (stereo unspecified)	-1.8	6%	-0.1%	i	-2%	20%	-10%	3%	i
CCCCNC(=O)N1CCc2[nH]c3ccccc3c2C1	-7.1	-8%	6.6%	i	-4%	7%	2%	-17%	i
COC/C=C/C1=CC2=CC(=O)C(C)(OC(=O)c3cnc4ccccc4n3)C(=O)C2=CN1CCN1CCOCC1 (stereo unspecified)	1.8	2%	-1.1%	i	0%	-20%	-15%	4%	i
Cc1[nH]c2ccccc2c1C1N2CC3(C)CN1CC(C)(C2)C3=O (stereo unspecified)	/	2%	0.7%	i	/	-1%	-23%	1%	/
CCSc1ncc(Cl)c(C(=O)Nc2cc(C)ccc2C)n1	-0.7	1%&3%	-0.2%&1.1%	i	0%	3%&2%	-18%&-16%	-14%&-1%	i
CCn1cc(C(=O)NCCc2ccccc2)c(=O)c2cc(S(=O)(=O)N3CCc4ccccc4C3)ccc21	/	10%	-0.6%	i	/	1%	-21%	-6%	/
Cc1ccsc1/C=N/NC(=O)CN1CCN(S(=O)(=O)c2ccc(Br)cc2)CC1	-0.5	-10%	-0.6%[9.22 µM]	i	-1%	15%	0%	-19%	i
COc1cccc(NC(=S)NN=C2CCCCCC2)c1	-3.3	?	5.4%	i	-2%	6%	0%	8%	i
O=C(CSc1nnc(-c2ccccc2O)o1)N1CCOCC1	1.0	17%	-0.5%	i	-10%	-12%	7%	-6%	i
N#Cc1ccc(Cn2c(-c3ccc(F)cc3)noc2=O)cc1	-3.5	3%	-0.7%	i	1%	0%	2%	-11%	i
COc1cc(-c2cnc3c(NC=O)cc(-c4ccc(N5CCN(C)CC5)cc4)cn23)cc(OC)c1OC	0.7	/	4.5%	?	/	/	-25%	-63%	i
COc1ccc(S(=O)(=O)N2CCC(C(=O)NCCC3=CCCCC3)CC2)cc1OC	-1.0	-2%	0.1%	i	1%	17%	?	6%	i
Cc1ccc(N(C)S(=O)(=O)c2cccc(C(=O)NC3CC(C)(C)NC(C)(C)C3)c2)cc1	-0.9	17%	0.2%	i	3%	1%	16%	-18%	i
Cc1cc(NCCOCCO)n2c(nc3ccccc32)c1C#N	-4.8	?	0.3%	i	-3%	4%	0%	-24%	i
COc1ccc(S(=O)(=O)N2CCCC(C(=O)N3CCCCCC3)C2)cc1 (stereo unspecified)	-5.8	-14%	-0.7%	i	3%	1%	14%	12%	/
Cc1ccc(C)c(NC(=S)NCCSc2ccc(Cl)cc2)c1	0.3	-14%	-0.6%	i	0%	?	?	-5%	i
O=c1[nH]c(-c2ccccn2)nc2ccccc12	-1.9	?	?	?	-3%	-14%	?	-42%	i
COc1ccc(-n2c(=O)c3c(C)c(C)sc3n(CC(=O)NCc3ccc(C)cc3)c2=O)c(OC)c1	/	-14%	2.8%	?	/	-17%	-29%	5%	/
Cc1nn(-c2ccccc2)c(C)c1/C=C/C(=O)OCC(=O)NC1CCS(=O)(=O)C1 (stereo unspecified)	-0.8	17%	5.9%	i	1%	1%	0%	-27%	i
CCCCN(C(=O)C1CC(=O)N(c2ccc(C)cc2)C1)c1c(N)n(CCC)c(=O)[nH]c1=O (stereo unspecified)	0.1	7%	0.3%	i	0%	2%	4%	-2%	i
CN(C)c1ccc(CC(=O)N2CCCCC2c2cc(C(=O)Nc3ccccc3)no2)cc1 (stereo unspecified)	0.4	/	2.8%	?	/	/	-11%	-32%	i

Among those listed so far, these have a thiophene ring, fused or not:
Molecule	CCT chaperon mod	Nrf2 block	Nrf2 ARE act	ATXN viability	Mm-Cpn inhibitor	A549 tox	TGFb SMAD3 inh	HepG2 tox	pAkt inh
Cc1ccsc1/C=N/NC(=O)CN1CCN(S(=O)(=O)c2ccc(Br)cc2)CC1	-0.5	-10%	-0.6%[9.22 µM]	i	-1%	15%	0%	-19%	i
COc1ccc(-n2c(=O)c3c(C)c(C)sc3n(CC(=O)NCc3ccc(C)cc3)c2=O)c(OC)c1	/	-14%	2.8%	?	/	-17%	-29%	5%	/

Following part
Molecule	CCT chaperon mod	Nrf2 block	Nrf2 ARE act	ATXN viability	Mm-Cpn inhibitor	A549 tox	TGFb SMAD3 inh	HepG2 tox	pAkt inh
COc1ccc(-c2oc3ncn4nc(COc5ccccc5C)nc4c3c2-c2ccc(OC)cc2)cc1	/	7%	-1.0%	i	/	-2%	-12%	6%	/
O=C(CCS(=O)(=O)c1cccs1)Nc1ccc(C(=O)NC2CCCC2)cc1	-8.1	-24%	0.1%	i	0%	-2%	-9%	-41%	i
COC(=O)Cc1[nH]nc2c1C1(C(=O)N(Cc3ccccc3)c3ccccc31)C(C#N)=C(N)O2 (stereo unspecified)	-2.1	1%	-0.7%	i	-1%	-7%	?	-10%	i
Cc1ccc(/C=C/c2onc(C)c2S(=O)(=O)N2CCC(C(=O)N3CCOc4ccccc43)CC2)cc1	/	/	-1.0%	/	/	2%	?	-8%	/
NS(=O)(=O)c1ccc(CCNC(=O)C(=O)NCC2OCCN2S(=O)(=O)c2ccc(Cl)cc2)cc1 (stereo unspecified)	0.5	?	0.2%	i	1%	5%	7%	-2%	i
CN(C)c1ccc(CN(C)C2CCCCC2)cc1	-4.8	5%	0.0%	i	-1%	5%	-5%	-13%	i
COCc1nnc(NS(=O)(=O)c2ccc(C)cc2)s1	-5.6	-14%	0.1%	i	-1%	-12%	4%	13%	i
COc1ccc(C2N(c3ccc(F)cc3)C(=O)C3CCCN32)cc1 (stereo unspecified)	-1.8	7%	0.4%	i	2%	23%	6%	-13%	i
Cc1c(CC(=O)NCc2ccccc2)c(=O)oc2c(C)c(O)ccc12	/	15%	-0.4%	/	/	7%	8%	-14%	/
Cc1c(Cl)cnc(NC(=O)COC(=O)[C@H](C)NC(=O)c2ccccc2)c1Cl	2.2	7%	0.4%	i	-4%	7%	4%	-5%	i
CCOc1ccc2nc3ccc4[nH]onc4c3c2c1	0.1	9%	3.9%	/	/	-5%	-4%	-39%	i
Cc1nc(CSc2ccc(Cl)cc2)cc(NCc2ccccc2)n1	0.2	5%	3.0%	i	1%	0%	-35%	-22%	i
CC1=C(C(=O)OC(C)C)C(c2ccncc2)n2ncnc2N1 (stereo unspecified)	-2.7	5%	0.3%	?	/	4%	-30%	4%	/
CC(=O)C1C=CC(C)(C(=O)O)C2C=C(C)C(=O)C(C)(O)C12 (stereo unspecified)	-1.4	3%	0.4%	i	/	-3%	30%	2%	i
COC(=O)CCC(=O)Nc1cccc2ccccc12	0.4	7%	-1.2%	?	-3%	3%	-1%	-12%	i
O=C(N=C1SC2CS(=O)(=O)CC2N1c1ccccc1Cl)C1CCCO1 (stereo unspecified)	-1.7	2%	-0.7%	i	0%	-1%	-1%	-4%	i
O=C(NCc1ccc2c(c1)OCO2)C1CCN(C(=O)Nc2ccc(Cl)cc2)CC1	-1.5	21%	-0.1%	i	-2%	0%	0%	-3%	i
CN1CCC(=O)N([C@H](CSc2ccccc2)c2ccccc2)CC1	0.5	8%	3.7%	i	2%	-3%	0%&31%	-52%&40%	i
O=C(NCC(=O)N1CCN(c2ncccn2)CC1)c1ccccc1OC(F)F	-1.5	1%	2.4%	i	1%	1%	19%	-2%	i
CCc1nnc(NC(=O)CSc2nnc3scc(-c4ccc(C)cc4)n23)s1	1.9	/	-0.9%	i	/	7%	2%	1%	i
COc1cccc(NC(=O)CCCCCn2nnc3ccccc3c2=O)c1	1.1	7%	0.3%	i	2%	3%	1%	2%	i
COCCNc1cc(C)nc2ccccc12	-1.6	/	0.0%	i	-1%	0%	14%	1%	i
